# Screening data: PubChem BioAssay, The Scripps Research Institute Molecular Screening Center
# CHRM5 PAM: potentiates acetylcholine response at human M5 receptor | P08912 | CHO-K1 hM5, Fluo-8 calcium, ACh EC20 PAM; 0% = ACh EC20, 100% = ACh EC100 | activation, % at 3 µM | 360,000 compounds, 0.3% hits;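 active = activation above the run cutoff, the mean activation of all test compounds plus 3 SD, cut at about 18% in these data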
#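 Assay system: CHO-K1 hM5 cells / Incubation: Fluo-8 loading 80 min at 37 °C plus 30 min room temperature / Technique: Fluo-8 calcium dye fluorescence, kinetic read / Repeats: single replicate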
# CHRM5 antagonist: CHRM5 antagonism in calcium assay. P08912. CHO-hM5 cells, Fluo-8 calcium fluorescence, ACh EC80. inhibition, % at 3 µM. 360,000 compounds, 0.59% hits;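 active = inhibition above a per-plate cutoff, the mean of that plate's test compounds plus 3 SD, cut at about 27% in these data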;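 also: 0% = acetylcholine EC80 with DMSO and 100% = DMSO without agonist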
# M1 PAM: positive allosteric modulators of human M1 muscarinic receptor; CHO-K1 hM1, Fluo-8 calcium fluorescence, ACh EC20; 0% = ACh EC20, 100% = maximal ACh; activation, % at 3 µM; 360,000 compounds, 0.088% hits; AID 588819; in the data active = activation above about 19%, passing the limit was not always enough
# Target sequence (P11229 whole entry, looked up): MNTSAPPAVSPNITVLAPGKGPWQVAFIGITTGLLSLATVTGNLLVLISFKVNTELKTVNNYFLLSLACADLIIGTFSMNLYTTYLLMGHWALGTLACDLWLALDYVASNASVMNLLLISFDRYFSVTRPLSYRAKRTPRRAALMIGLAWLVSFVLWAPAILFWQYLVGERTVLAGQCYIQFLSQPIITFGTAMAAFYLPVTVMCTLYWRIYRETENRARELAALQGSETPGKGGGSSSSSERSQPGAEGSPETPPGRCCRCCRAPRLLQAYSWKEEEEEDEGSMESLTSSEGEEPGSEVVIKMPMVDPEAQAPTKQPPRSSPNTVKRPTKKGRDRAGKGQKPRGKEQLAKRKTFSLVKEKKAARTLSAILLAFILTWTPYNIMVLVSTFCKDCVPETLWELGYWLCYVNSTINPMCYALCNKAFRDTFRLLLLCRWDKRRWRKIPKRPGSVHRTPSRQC
# M1 antag: antagonists of human M1 muscarinic receptor | P11229 | CHO-K1 hM1, Fluo-8 calcium fluorescence, ACh EC80 antagonist | inhibition, % at 3 µM | 360,000 compounds, 1.3% hits;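 active = percent inhibition above its own plate's cutoff, namely the mean of that plate's compound wells plus 3 SD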;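 also: peak over basal fluorescence ratio during 140 s after agonist addition; 0% = ACh EC80 plus DMSO and 100% = DMSO alone without agonist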
# M4 antag: blocks acetylcholine activation of human M4 receptor. CHO-hM4 cells, ACh EC80, Fluo-8 calcium fluorescence. AID 624125. 360,000 compounds, 0.73% hits. inhibition, % at 3 µM. P08173;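 active = inhibition above its plate's cutoff, the mean inhibition of sample wells plus 3 SD, cut at about 27% in these data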;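 also: 0% = acetylcholine EC80 with DMSO and 100% = DMSO without agonist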
# CHRM5 agonist: agonists of human muscarinic M5 receptor (CHRM5) | P08912 | CHO-K1 hM5 cells, Fluo-8 calcium fluorescence; 0% DMSO wells, 100% maximal acetylcholine response | activation, % at 3 µM | 360,000 compounds, 0.19% hits;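 active = activation above the run's mean over test compounds plus 3 SD, cut at about 23% in these data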;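 also: signal is peak over basal fluorescence ratio across the kinetic read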
# M1 ag: human M1 muscarinic receptor agonism; CHO-K1 hM1, Fluo-8 calcium fluorescence, agonist mode; 0% DMSO, 100% acetylcholine EC100; AID 588814; P11229; 360,000 compounds, 0.33% hits; activation, % at 3 µM;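 active = activation above the run's mean compound activation plus 3 SD, cut at about 16% in these data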;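 also: peak over basal fluorescence ratio within a 140 s kinetic read after compound addition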
# TAAR1 agonist: human TAAR1 agonism; CHO RD-HGA16 TAAR1, Fluo-8 calcium fluorescence; vehicle wells 0%, saturating PEA agonist 100%; activation, % at 3 µM; 360,000 compounds, 0.99% hits; AID 624467;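 active = activation above the mean activation of all test compounds in the run plus 3 SD, cut at about 38% in these data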
# Target sequence (Q96RJ0 whole entry, looked up): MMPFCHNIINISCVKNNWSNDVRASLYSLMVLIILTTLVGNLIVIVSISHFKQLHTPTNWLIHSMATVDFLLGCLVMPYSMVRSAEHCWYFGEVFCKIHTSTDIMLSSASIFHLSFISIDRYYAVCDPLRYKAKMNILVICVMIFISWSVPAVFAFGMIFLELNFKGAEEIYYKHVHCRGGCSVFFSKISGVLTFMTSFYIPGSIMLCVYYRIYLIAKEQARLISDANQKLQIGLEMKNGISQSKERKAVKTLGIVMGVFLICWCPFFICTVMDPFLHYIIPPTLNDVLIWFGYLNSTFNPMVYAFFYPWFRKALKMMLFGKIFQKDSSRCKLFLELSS
#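 Repeats: no replicates (n 1) | Material: CHO-derived RD-HGA16 cells with stable Gα16 and human TAAR1 | Technique: Kinetic Fluo-8 calcium fluorescence | Schedule: 17-24 h seeding, 75 min 37 °C dye, 30 min RT | Evaluation: % activation from peak over basal fluorescence ratio, DMSO-to-PEA scaled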
# CHRM4 agonist: agonists of human muscarinic M4 receptor (CHRM4); CHO-K1 hM4/Gqi5, Fluo-8 calcium fluorescence; vehicle 0%, full acetylcholine response 100%; 360,000 compounds, 0.14% hits; activation, % at 3 µM; P08173; AID 624127;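 active = activation above the run mean over all test wells plus 3 SD, cut at about 32% in these data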;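 also: peak over basal fluorescence ratio per well then scaled between controls; 0% = DMSO wells and 100% = acetylcholine at EC100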
# Starred values were filed as active, the others as inactive; nt = no result given.
SMILES,CHRM5 PAM,CHRM5 antagonist,M1 PAM,M1 antag,M4 antag,CHRM5 agonist,M1 ag,TAAR1 agonist,CHRM4 agonist
CC(c1nc2ccccc2o1)N1C(=O)c2ccccc2C1=O (centres undefined),-6,-1,0,-3,-1,1,-6,-1,1
COc1ccc(OC)c(CNC(=O)CCNC(=O)Cn2ccc3ccccc3c2=O)c1,-13,5,5,-3,6,-6,-4,1,1
COc1ccc(C(=O)CSc2nc(C)cc(=O)[nH]2)cc1,-3,6,7,-12,7,1,-3,2,-1
Cc1cc(CN(C)C(=O)C2CCC(=O)N(CCc3cccc(F)c3)C2)on1 (centres undefined),-4,19,5,-7,2,-4,-2,1,1
CC(c1ccccc1)C1C(C#N)=C(N)OC2=C1C(=O)CC(C)(C)C2 (centres undefined),-7,-1,2,-2,-16,-1,0,7,6
CCN(CC)C(=O)CSc1nc2c(sc(=S)n2-c2ccccc2)c(=O)n1-c1ccccc1OC,2,3,15,-22,-7,-1,-8,-1,-1
COc1ccc(C(CNC(=O)c2oc3ccc(OC)cc3c2C)N2CCCC2)cc1 (centres undefined),-8,9,-11,14,-7,-5,-6,2,1
Cc1cc(N(C)C)nc(SC(C)C)n1,7,6,5,-26,-3,-3,-3,10,0
O=C(CSc1nc2sccc2c(=O)[nH]1)N1CCN(c2ccccc2)CC1,-6,13,17,-14,-6,-4,-3,-3,-1
CC(=O)N1CCN(C(=O)c2ccc(OC3CCN(Cc4ccccn4)CC3)cc2)CC1,11,-1,1,1,-7,-6,-5,0,2
O=C(COC(=O)c1cccc(S(=O)(=O)N2CCN(c3ccc(F)cc3)CC2)c1)NCC1CCCO1 (centres undefined),-4,8,-4,11,-4,3,-5,5,5
Cn1c(C(=O)N2CCC(C(=O)N3CCOCC3)CC2)cc2sccc21,-1,4,6,-11,-2,0,-2,2,1
S=c1nc(NCc2cccc(Cl)c2)c2ccccc2[nH]1,-8,16,5,-12,-3,-2,-2,10,6
O=C(Nc1ccnn1C1CCN(Cc2ccc(CO)o2)CC1)c1cccc(F)c1,6,-4,11,-24,-16,-1,-4,0,0
CCc1nnc(NC(=O)CSc2nnc(Cc3cc(=O)[nH]c(=O)[nH]3)n2-c2ccc(OC)cc2)s1,0,-1,2,-4,-9,-1,-4,1,1
Cc1cc(OC2CCCCC2)nc(-c2ccccc2O)n1,-1,-1,7,-5,-7,-2,-4,3,0
Cc1ccc(S(=O)(=O)Nc2ccc(Nc3nccn4c(-c5ccc6ccccc6c5)cnc34)cc2)cc1,-9,6,5,-5,-4,-1,-1,1,0
NS(=O)(=O)c1ccc(N2N=C(c3ccccc3)CC2c2cccc(Br)c2)cc1 (centres undefined),-4,-4,16,-6,4,-1,2,0,-1
CCOc1ccc(S(=O)(=O)N2CCC(C(=O)Nc3cccc(NC(C)=O)c3)CC2)cc1,3,11,13,-7,1,-3,6,4,2
CC(=O)Nc1ccc(NC(=O)CN2CCN(c3ccccn3)CC2)cc1,-1,2,7,-6,-9,-3,-5,2,1
CCN(C[C@H]1N[C@@](Cc2ccccc2)(C(=O)OC)[C@H]2C(=O)N(Cc3ccccc3)C(=O)[C@@H]12)C(=O)c1ccc(F)cc1,-2,6,10,-13,3,-1,0,1,0
CCC(C)(C)NC(=O)c1sccc1Oc1ccc(F)cc1[N+](=O)[O-],-7,-2,3,-1,-10,-5,-12,2,0
CC(=O)Nc1cccc(NC(=O)C2CC(=O)N(CCc3ccc(F)cc3)C2)c1 (centres undefined),-4,11,10,-3,2,-1,-3,7,0
O=C(NNC(=O)c1cccc(S(=O)(=O)Nc2ccccc2F)c1)c1ccncc1,0,0,4,0,-33,-2,-2,1,1
NC(=O)COc1ccccc1/C=C1/SC(=O)N(CC(=O)N2CCc3ccccc3C2)C1=O,-17,8,-5,-5,4,0,-1,12,8
CCOC(=O)C(=O)NCc1ccc(/C=C2/N=C(C)C(C(=O)OCC)=C2O)o1,6,9,12,-13,-6,1,-2,0,1
Nc1nc(-c2ccc(Cl)cc2)nn1C(=O)c1cccs1,0,2,10,-11,-1,0,-4,-1,1
CC(=O)c1sc(NC(=O)c2ccco2)nc1-c1ccccc1,-6,-2,3,0,-4,4,-4,nt,4
COC(=O)CN(c1ccccc1F)S(=O)(=O)c1ccccc1,7,-1,3,2,-2,-8,-3,-1,-1
CCOc1ccc(-n2nnc3c(=O)n(CC(=O)NCc4ccco4)cnc32)cc1,5,1,8,-11,10,-4,-4,-2,0
COc1ccccc1-n1c(SC(C)C(=O)NCC2CCCO2)nc2cc(Cl)ccc2c1=O (centres undefined),5,-2,6,-8,-15,-1,-5,-1,1
c1ccc(CN2CCOCCOCCOCC2)cc1,9,5,2,-1,-1,1,2,0,0
CC(C)(C)c1ccc(S(=O)(=O)Nc2noc3ccccc23)cc1,1,2,4,-2,6,4,-4,2,1
CCc1cc2c(cc3c(=O)n(CC(=O)NCCCN4CC(C)CC(C)C4)ncn32)s1 (centres undefined),-1,-1,9,-14,-5,-4,-13,0,0
CCOC(=O)N1CCN(C(=O)c2cc(COc3cccc(C(C)=O)c3)on2)CC1,-3,11,3,-9,1,-1,0,8,8
Cc1cc(C)cc(N2CC(C(=O)Nc3cc(C)on3)CC2=O)c1 (centres undefined),1,13,10,-7,2,-1,0,8,1
CCn1c(SCC(=O)N2CCCCC2C)nc2ccsc2c1=O (centres undefined),12,3,-2,3,1,2,-3,1,-2
CC(=O)c1ccc(NC(=O)c2sc3nc4n(c(=O)c3c2C)CCCCC4)cc1,3,-5,1,-8,-5,1,4,5,5
O=C(Nc1ccc(N2CCN(Cc3ccccc3)CC2)cc1)c1ncn[nH]1,-4,-1,-7,7,-5,-5,-6,-2,1
CCOC(=O)C1CCCN(c2c(NCCN(C)Cc3ccccc3)c(=O)c2=O)C1 (centres undefined),-2,3,16,-11,-5,1,6,3,0
Cc1nc(C)c(-c2csc(Nc3cccc(O)c3)n2)s1,-11,10,4,-1,-6,-3,-11,0,12
COc1cnc(-c2cccc(C(F)(F)F)c2)c(NC(=O)c2cc3ccccc3s2)n1,-3,4,-15,16,-1,-1,-7,0,-1
COCCNC(=O)CSc1nc2cc3c(cc2c(=O)n1CCCC(=O)NCc1ccc(OC)cc1)OCO3,8,3,5,2,-14,0,-4,0,2
C/C(=N\Nc1nc(-c2cc(C)ccc2C)cs1)c1cc2c(ccc3ccccc32)oc1=O,1,-1,-2,6,-1,2,0,1,0
CCOC(=O)c1c(NC(=O)CSc2n[nH]c(N)n2)sc(CC)c1C,4,3,25,-27,3,6,15,0,-2
CC(=O)N1CCN(C(=O)c2cc(C)nc3ccccc23)CC1,4,-1,-1,4,-7,-4,-2,12,2
Cc1ccc(-c2ccc(S(=O)(=O)Nc3cccnc3)cc2)cc1,2,-12,7,1,-22,-1,6,2,6
CCCCn1c(N)c(N(Cc2ccccc2OC)C(=O)C2=COCCO2)c(=O)[nH]c1=O,0,-4,1,5,2,3,-2,2,2
COC(=O)c1c(NC(=O)/C=C/C(=O)O)sc(C)c1-c1ccc(C)c(C)c1,5,0,6,-1,11,-5,-13,0,-1
CC(=O)c1cc(-c2ccccc2)n(CC(=O)NC2CCCC2)c1C,-5,-8,2,-7,18,1,0,16,0

# Pulled one by one from the list above:
SMILES,CHRM5 PAM,CHRM5 antagonist,M1 PAM,M1 antag,M4 antag,CHRM5 agonist,M1 ag,TAAR1 agonist,CHRM4 agonist
C/C(=N\Nc1nc(-c2cc(C)ccc2C)cs1)c1cc2c(ccc3ccccc32)oc1=O,1,-1,-2,6,-1,2,0,1,0
Cc1ccc(-c2ccc(S(=O)(=O)Nc3cccnc3)cc2)cc1,2,-12,7,1,-22,-1,6,2,6
COC(=O)c1c(NC(=O)/C=C/C(=O)O)sc(C)c1-c1ccc(C)c(C)c1,5,0,6,-1,11,-5,-13,0,-1
CCCCn1c(N)c(N(Cc2ccccc2OC)C(=O)C2=COCCO2)c(=O)[nH]c1=O,0,-4,1,5,2,3,-2,2,2
COc1cnc(-c2cccc(C(F)(F)F)c2)c(NC(=O)c2cc3ccccc3s2)n1,-3,4,-15,16,-1,-1,-7,0,-1

# The results go on:
SMILES,CHRM5 PAM,CHRM5 antagonist,M1 PAM,M1 antag,M4 antag,CHRM5 agonist,M1 ag,TAAR1 agonist,CHRM4 agonist
O=C(N/N=C/c1ccc(O)c([N+](=O)[O-])c1)C(O)(c1ccccc1)c1ccccc1,1,-3,15,-25,-7,2,-4,2,0
CCOC(=O)Oc1ccc2oc(=O)cc(C)c2c1,1,-3,0,4,-5,-3,-3,6,0
O=C(CSc1nnnn1C1CCCC1)Nc1ccccc1F,3,2,1,1,-7,3,-3,1,1
COc1ccc(NC(=O)Nc2ccccc2F)c([N+](=O)[O-])c1,-1,-6,7,-14,-12,-5,-8,0,3
O=C(NCCO)c1ccccc1O,-3,0,6,1,-2,-5,-3,4,1
CN(c1ccc(OCC(=O)Nc2ccc3[nH]c(=O)[nH]c3c2)cc1)S(=O)(=O)c1ccc(Cl)cc1,2,1,5,2,13,-2,-7,16,1
Cc1cc(C(=O)COC(=O)C2COc3ccccc3O2)c(C)n1CC1CCCO1 (centres undefined),-1,-3,-2,8,-2,2,1,1,3
CC(=O)NC(Cc1cccc(F)c1)C(=O)NC1CCN(C(=O)Nc2ccccc2)CC1 (centres undefined),1,-4,6,-3,-6,-2,-1,4,1
CC(=O)N1CCc2c(sc(NC(=O)CS(=O)(=O)c3ccc(F)cc3)c2C#N)C1,-3,1,5,-7,-4,4,-3,1,1
O=c1cc(-c2ccccc2)c2c([nH]1)CCCC2,6,-1,8,-7,-5,0,-2,13,-1
O=C(O)c1ccc(N/N=C/C2=C(N3CCOCC3)C(=C\c3ccccc3)/CC2)cc1,5,-1,7,-9,2,3,1,14,2
c1nc(CCO[C@H]2CCCCO2)cc2cc3c(cc12)OCO3,-5,15,6,-4,-4,-2,-10,7,2
COc1cc2c(cc1OC)C(C)N(C(=O)c1cc(C)on1)CC2 (centres undefined),1,5,-1,-10,-8,-2,-3,1,1
O=C(NCc1ccc(F)c(F)c1)c1ccc(-c2ccc(F)c(F)c2)c2ccoc12,-8,-6,-4,-7,-13,0,-5,2,1
O=C(O)CSCC(=O)N(c1ccccc1)c1ccccc1,1,4,12,-23,-9,-3,-1,1,0
CCOC(=O)C1CCCN(C(=O)/C=C/c2ccc(OC)cc2)C1 (centres undefined),-1,7,0,-9,-1,-3,5,2,1
Cn1c(Cc2cccc3ccccc23)nnc1SCc1ccc([N+](=O)[O-])cc1,-1,5,2,-4,5,-1,-10,0,2
Cc1ccc(S(=O)(=O)NC(=O)Nc2ccc(C)cn2)cc1,5,-1,7,-9,8,-2,0,-1,1
CC(C)C(NC(=O)C1CC(=O)N(Cc2ccccc2)C1)c1nc2ccccc2[nH]1 (centres undefined),3,19,2,-6,5,-2,-4,1,0
CC(C)c1ccc2occ(-c3nn[nH]n3)c(=O)c2c1,-7,11,7,-2,5,-3,-4,1,2
Cc1cc(OC(C)C(=O)NCc2ccccn2)c2c(C)cc(=O)oc2c1 (centres undefined),6,-9,3,-1,-9,-4,-3,2,1
COc1ccc(CNC(=O)C2(CC(=O)NC(C)(C)C)CCCC2)cc1,-3,10,-3,7,-1,-3,-3,-1,1

# Not all compounds are listed; count on the stated rates, not on these rows.
